Compound activity: PubChem, Southern Research Specialized Biocontainment Screening Center
UTI89 phage lysis – inhibition of K1F phage lysis, E. coli UTI89, bacterial capsule biogenesis inhibitors, alamar blue (AID 488966); E. coli UTI89 K1F phage lysis, alamar blue, 2 h; higher % means a stronger effect; inhibition, % at 100 µM, or IC50 in µM where a hit was titrated; hit rate 0.02% among 340,000;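 active means phage lysis inhibition, versus mean bacterial control, above a set limit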;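 further: capsule biogenesis inhibitors block K1F phage lysis so surviving cells raise fluorescence; higher fluorescence means more inhibition of phage lysis; actives were called in the ten point dose series up to 300 µM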
* = called active by the depositor; [ ] = dose if it differs, or a comment. Some of the compounds tested; the hit share may differ from the screen's.

SMILES	UTI89 phage lysis
CC(C)(C)n1ncc2c(=O)n(Cc3cc(F)c(Cl)cc3Cl)cnc21	0.1%
Cc1occc1-c1nnc(SCC(=O)NC2CC2)n1C(C)C	1.5%[50 µM]
O=C(NC1CCCCCC1)c1ccco1	0.5%
CCOc1cc2sc(N3CCC(C(=O)NCCCN4CCCC4=O)CC3)nc2cc1Br	0.0%
COCCNC(=O)c1cccc2c1C(=O)c1ccc(N3CCOCC3)cc1S2(=O)=O	0.5%
O=C(Nc1cccc(-c2cccc(Cl)c2)c1)C1CCN(Cc2ccon2)CC1	0.0%
CN(C)C(=O)c1cc(C(=O)c2ccccc2Br)c[nH]1	0.2%
CCOc1ccc(NC(=O)c2ccc(OCC3CCCO3)cc2)cc1S(=O)(=O)N(CC)CC (stereo not given)	0.3%[50 µM]
O=C(c1ccccc1)N1N=C(c2ccc(F)cc2)CC1c1ccc(F)cc1 (stereo not given)	-2.5%
Nc1ccc2cc3ccccc3cc2c1	1.3%
O=C(Cc1cccc(C(F)(F)F)c1)OCC(=O)N1CCN(S(=O)(=O)c2ccc(Cl)cc2)CC1	-0.4%[50 µM]
N#CCc1nc(C(c2ccccc2)c2ccccc2)no1	-0.1%
Fc1ccc(-c2ccnn2-c2ccccc2)cc1	-0.1%
Cc1ccc(Cl)c(OCC(=O)N2CCc3ccccc3C2)c1	0.1%
Cc1ccccc1CN1CCC(Oc2ccc(C(=O)N3CCCC3)cc2)CC1	0.0%
C/C(CC(=O)Nc1ccc(C)c(Cl)c1)=N\NC(=O)c1cccc(O)c1	-1.9%
O=C(CN1C(=O)S/C(=C\c2ccc(F)cc2)C1=O)NCCCn1ccnc1	0.4%
COc1cc(NC(=O)C2CC(=O)N(CCc3ccc(F)cc3)C2)cc(OC)c1OC (stereo not given)	0.2%
COc1cc(C2NC(=O)c3ccccc3O2)ccc1OC(C)C (stereo not given)	0.1%
Cc1ccc(CNc2ccccc2C(=O)O)s1	0.5%
COCc1c(C(=O)Nc2cccc(S(=O)(=O)N3CCCCC3)c2)oc2ccccc12	1.6%
O=C1Cc2cc(NS(=O)(=O)c3ccc([N+](=O)[O-])cc3)cc3c2N1CCC3	-0.7%[50 µM]
CCCN1CCN(CCCNC(=O)Cn2nc(C)n3c(cc4cc(F)ccc43)c2=O)CC1	0.1%
Cc1ccc(NC(=O)COC(=O)CNC(=O)c2cccs2)cc1S(=O)(=O)N1CCOCC1	2.9%
CC(C)CN(C(=O)COC(=O)c1ccc2ccccc2c1)c1c(N)n(Cc2ccccc2)c(=O)[nH]c1=O	0.2%[50 µM]

Shown in CSV form: entries from further up.
Structure,UTI89 phage lysis
C/C(CC(=O)Nc1ccc(C)c(Cl)c1)=N\NC(=O)c1cccc(O)c1,-1.9%
O=C(CN1C(=O)S/C(=C\c2ccc(F)cc2)C1=O)NCCCn1ccnc1,0.4%
COc1cc(NC(=O)C2CC(=O)N(CCc3ccc(F)cc3)C2)cc(OC)c1OC (stereo not given),0.2%

Next entries.
SMILES	UTI89 phage lysis
Cc1cc(C)c(C(=O)N2CCCC(Nc3ccc(C)c(C)c3)C2)o1 (stereo not given)	0.0%
Fc1ccc(N2CCN(c3cnc4ccccc4n3)CC2)cc1	0.1%
COc1cccc(N2CCN(C(=O)CN3C(=O)NC(C)(c4ccc5ccccc5c4)C3=O)CC2)c1 (stereo not given)	0.6%[50 µM]
COc1ccccc1N1CCC(N2CCN(CC(C)(C)C)C(CCO)C2)CC1 (stereo not given)	-1.5%
CCN(Cc1ccccc1)C(=O)Cc1ccc(OC)c(S(=O)(=O)N2CCOCC2)c1	0.4%[50 µM]
CC(=O)Nc1ccc(NC(=O)C(C)Sc2nc3ccccc3c(=O)n2CC2CCCO2)cc1 (stereo not given)	0.5%[50 µM]
COc1cccc(CC(=O)Nc2cc(S(=O)(=O)N3CCOCC3)ccc2OC)c1	0.0%[50 µM]
CCCc1cc(=O)[nH]c2nnc(SCC(=O)Nc3ccc4c(c3)OCCO4)n12	0.8%[50 µM]
Cc1nn2c(N3CCOCC3)cc(C(C)C)nc2c1-c1ccccc1	0.6%[50 µM]
O=C(NC1CCN(C(=O)Nc2ccccc2Cl)CC1)c1ccco1	-0.5%
Cc1nn(Cc2ccccc2Cl)c(C)c1NC(=O)c1noc(C(C)C)c1[N+](=O)[O-]	0.1%
COC(=O)[C@@H](NC(=O)N1CCN(C(=O)C2COc3ccccc3O2)CC1)C(C)C (stereo not given in full)	0.2%
COc1cc(/C=C2\N=C(C)OC2=O)cc(Cl)c1OC(C)=O	-0.4%[50 µM]
COc1ccc(-c2coc3cc(OC4OC(CO)C(O)C(O)C4O)ccc3c2=O)cc1 (stereo not given)	0.2%
Cc1ccc(S(=O)(=O)N2CCN(C(=O)CSc3ccc(Cl)cc3)CC2)cc1	0.1%
CCOc1cccc(-c2c(C(=O)N/N=C/c3ccc(Br)cc3)nnn2-c2nonc2N)c1	0.3%
O=C(O)CCSc1nc2ccccc2n1-c1ccccc1	0.1%
Cc1cc(C(=O)Cn2cc(C(F)(F)F)ccc2=O)c(C)n1CC1CCCO1 (stereo not given)	0.7%[50 µM]
CCOC(=O)C1=CN(Cc2ccco2)S(=O)(=O)NC1c1cccc(OC)c1 (stereo not given)	0.2%
COc1cccc(CNC(=O)COC(=O)C2CC3CCCC(C2)C3=O)c1 (stereo not given)	0.8%[50 µM]
COC(=O)Cc1ccc(NC(=S)NCc2ccc(S(N)(=O)=O)cc2)cc1	-0.2%
O=C(Cc1cccs1)Nc1ccc(F)c(S(=O)(=O)N2CCOCC2)c1	0.4%[50 µM]
Cc1cnc(C(=O)OCC(=O)Nc2ccc(OCc3ccccc3)cc2)cn1	0.3%[50 µM]
CCOC(=O)Cn1cnc(C)c1	0.8%
Cc1cc(S(=O)(=O)NCc2ccccc2)ccc1OCC(=O)N1CCCC1	0.9%[50 µM]
(next part)
SMILES	UTI89 phage lysis
CN(C)C(=O)CCc1ccc2c3c([nH]c2c1)[C@]1(C)[C@@H](C(=O)N2CCOCC2)C[C@H](CC(=O)NCCc2ccccn2)C(=O)N1CC3	0.3%
CN(CC(=O)NCCc1ccc(S(N)(=O)=O)cc1)S(=O)(=O)c1cccc2nsnc12	0.9%
CCN1/C(=c2/s/c(=C3/C(=O)N(c4ccccc4)N=C3C)n(CC)c2=O)C=Cc2ccccc21	0.1%
COc1cc(CNc2ccc(S(N)(=O)=O)cc2)ccc1OCc1ccccc1F	-0.3%
CC(OC(=O)Cc1n[nH]c(=O)c2ccccc12)C(=O)Nc1ccc(F)cc1 (stereo not given)	0.9%[50 µM]
CN(Cc1c(F)cccc1Cl)C(=O)CNC(=O)c1cccs1	0.1%
O=C(C[n+]1cc(Br)cc2ccccc21)c1ccc(Cl)cc1	0.5%[50 µM]
Cc1ccc(S(=O)(=O)Oc2ccccc2[N+](=O)[O-])cc1	0.3%
Cc1c(C(=O)N2CCN(c3ncccn3)CC2)oc2ccc(F)cc12	-2.4%
CC(C)c1ccc(C(CC(=O)O)N2Cc3ccccc3C2=O)cc1 (stereo not given)	0.0%
CC(C)(C)c1ccc(C(=O)Nc2ccccc2C(=O)NCCN2CCOCC2)cc1	-0.2%
COc1ccc(NS(=O)(=O)c2cccc(C(=O)NNC(=O)c3ccc(=O)[nH]c3)c2)cc1	0.3%[50 µM]
C#CCOCCOCCOCCNc1nc(N2CCN(C(=O)CCCCCCCCCCNC(=O)Cn3cc(CCCCCN)nn3)CC2)nc(N2CCN(C(=O)CCCCCCCCCCNC(=O)[C@H]([C@@H](C)CC)n3cc(CCCCCN)nn3)CC2)n1	0.8%
COc1ccc(C(C(=O)NC2CCCC2)N(Cc2cccnc2)C(=O)c2snc(C(N)=O)c2N)cc1 (stereo not given)	-0.9%
O=C1NC2(CCCCCC2)C(=O)N1Cc1ccccc1	-0.2%
COc1ccc2oc(C(=O)OCC(=O)N(C)c3c(N)n(Cc4ccccc4)c(=O)[nH]c3=O)c(C)c2c1	0.2%[50 µM]
CC(=O)c1ccc(NC(=O)CSc2nnc(C3CC3)n2C)cc1	0.2%
Cc1cc(NC(=O)COc2ccc3ccccc3c2)no1	0.5%
CCN1CCN(CCNC(=O)Cn2c(=O)c3cccn3c3ccc(F)cc32)CC1	0.2%
NS(=O)(=O)c1ccc(NNC(=O)c2ccc(Br)o2)c([N+](=O)[O-])c1	-2.1%
COc1ccc(C(C)=O)cc1COC(=O)CCC(=O)N(CC(C)C)c1c(N)n(CC(C)C)c(=O)[nH]c1=O	0.8%[50 µM]
O=S(=O)(Nc1ccc(-c2ccc3nncn3n2)cc1)c1ccccc1Cl	0.1%[50 µM]
O=C(NCC1CCCO1)c1cnn2c(C(F)F)cc(C3CC3)nc12 (stereo not given)	-0.5%
C#CCOCCOCCOCCNc1nc(N2CCOCC2)nc(N2CCN(C(=O)[C@H](CCCCN)n3cc(CCC(=O)O)nn3)CC2)n1	0.3%
O=C(COC(=O)Cc1ccc(S(=O)(=O)N2CCOCC2)s1)Nc1ccccc1Cl	-1.4%
The list goes on:
SMILES	UTI89 phage lysis
CS(=O)(=O)N1CCc2cc(C(=O)N3CCN(c4ccc(F)cc4)CC3)ccc21	0.3%
Cc1nn2c(-c3ccc(S(=O)(=O)N4CCN(C)CC4)o3)nnc2c2ccccc12	0.1%
O=S(=O)(c1ccc(Cl)cc1)N1CCN(c2ncnc3sccc23)CC1	0.4%[50 µM]
COc1cccc(C=NCCCN=Cc2cccc(OC)c2O)c1O	0.0%
Cc1cc(N(C)Cc2ccccc2)nc2cc(O)ccc12	-1.9%[50 µM]
COc1ccc(C(=O)NCc2nnc(SCC(=O)NC3CCCC3)o2)cc1	6.4%
O=C(c1ccc2ccccc2n1)N1CCN(c2ccccn2)CC1	0.1%
CC(=O)N1CCOc2ccc(S(=O)(=O)Nc3cccc(C)c3)cc21	0.3%
CN1CCC(OC(=O)c2cc3cc(Cl)cc(Cl)c3oc2=O)CC1	0.7%
COc1ccc([C@@H]2Sc3ccccc3NC(=O)[C@@H]2O)cc1	-0.4%
O=C(OCC(=O)N1CCCc2ccccc21)c1cc(Br)ccc1O	1.1%[50 µM]
Cc1ccc(C(=O)C(C)OC(=O)Cn2[nH]c(=O)c3ccccc3c2=O)cc1 (stereo not given)	2.0%[50 µM]
CCCc1ccc2oc(C(=O)N3CCN(CC(=O)NC(C)C)CC3)c(C)c2c1	0.0%
O=C(O)c1cccc(-c2ccccc2)c1O	0.1%
COc1ccccc1N1CCN(C(=O)c2cn(Cc3ccccc3)nc2-c2cccnc2)CC1	-0.1%[50 µM]
COc1ccc(S(=O)(=O)N2CCCCCC2)cc1C(=O)Nc1ccc(C)cn1	1.6%[50 µM]
CCc1ccccc1NC(=O)c1cc(-c2cccs2)on1	0.0%
COc1ccc(C)cc1S(=O)(=O)n1cnc(C)c1	-2.7%
COc1ccc(C(=O)N(C)C2CCCN(Cc3ccccc3F)C2)cc1OC (stereo not given)	0.2%
Cc1noc(C(=O)N2CCN(Cc3ccc4c(c3)OCO4)CC2)c1Cl	0.7%
O=C(CCNC(=O)c1ccccc1Cl)NCC(c1ccco1)N1CCCC1 (stereo not given)	1.2%[50 µM]
Cc1ccccc1NC(=O)Cn1cnc2c(oc3nc4c(cc32)CCCC4)c1=O	1.2%
CC(=O)CSc1nc(-c2ccccc2)c(-c2ccccc2)o1	0.8%
O=C1C[C@@H]2CCN3C(=O)CCC[C@@H]([C@H]23)[C@H]1Cc1ccccc1	0.3%
C(=Cc1c[nH]c2ccccc12)c1nccc2ccccc12	-0.6%
(next part)
SMILES	UTI89 phage lysis
COCCn1c(-c2ccc(F)cc2)nc2cccnc21	0.2%
COc1ccc(-c2cn3nc(SCC(=O)NCC4CCCO4)ccc3n2)cc1 (stereo not given)	0.1%
CC(NC(=O)CN(c1cccc(C(F)(F)F)c1)S(C)(=O)=O)c1ccccc1 (stereo not given)	0.5%
O=S(=O)(Cc1ccccc1)NCCc1ccc(F)cc1	0.5%
O=C1c2ccccc2N[C@@H]2C=CC[C@@H]2N1O	-0.1%
CCC(C(=O)Nc1nc(C)c(C)s1)c1ccccc1 (stereo not given)	0.4%
CCOC(=O)c1cc(CC)sc1NC(=O)CN1CCN(C(=O)C2CCCO2)CC1 (stereo not given)	0.4%
CC1CCCCC1NC(=O)COC(=O)c1ccc([N+](=O)[O-])o1 (stereo not given)	-1.6%[50 µM]
Cc1ccc(NC(=O)CSc2nnc(Cc3ccccc3)c(=O)[nH]2)c(C)c1	-0.7%[50 µM]
O=C(COC(=O)CN1CCSC1=O)Nc1ccc(F)cc1Cl	-0.1%[50 µM]
C[C@@H]1CCC(=O)N(C[C@@H](C)CSc2ccccc2)CC1	1.1%
CC(C)(C)c1ccc(-n2ncc3c2CCCC3NC(=O)CN2CCCC2=O)cc1 (stereo not given)	1.6%[50 µM]
O=C(COC(=O)Cc1c[nH]c2ccccc12)Nc1ccccc1C(F)(F)F	0.5%[50 µM]
COc1cccc(OCc2cc(C(=O)N(C)CCC3CCCCO3)no2)c1 (stereo not given)	-0.1%
CCc1c(C)c2ccc(OCC(=O)NCC3CCC(C(=O)O)CC3)c(C)c2oc1=O (stereo not given)	2.6%

Some of these compounds in order of molar mass, low to high.
SMILES	UTI89 phage lysis
CC(=O)c1ccc(NC(=O)CSc2nnc(C3CC3)n2C)cc1	0.2%
COc1cccc(C=NCCCN=Cc2cccc(OC)c2O)c1O	0.0%
Cc1ccc(S(=O)(=O)N2CCN(C(=O)CSc3ccc(Cl)cc3)CC2)cc1	0.1%
COc1ccc2oc(C(=O)OCC(=O)N(C)c3c(N)n(Cc4ccccc4)c(=O)[nH]c3=O)c(C)c2c1	0.2%[50 µM]

A second format for part of the listing above:
molecule: C[C@@H]1CCC(=O)N(C[C@@H](C)CSc2ccccc2)CC1
  UTI89 phage lysis: 1.1%
molecule: CC(C)(C)c1ccc(-n2ncc3c2CCCC3NC(=O)CN2CCCC2=O)cc1 (stereo not given)
  UTI89 phage lysis: 1.6%[50 µM]
molecule: O=C(COC(=O)Cc1c[nH]c2ccccc12)Nc1ccccc1C(F)(F)F
  UTI89 phage lysis: 0.5%[50 µM]
molecule: COc1cccc(OCc2cc(C(=O)N(C)CCC3CCCCO3)no2)c1 (stereo not given)
  UTI89 phage lysis: -0.1%
